Akt phos inh = Akt phosphorylation inhibition; activity change, % for hits at 50 µM; AID 651550; Neuro2A IGF-stimulated pAkt S473 HTRF, 20 min; stronger effect = lower value; hit rate 0.32% among 360,000; in the data active = activity change below about -80%; inconclusive = mostly about -51% to -80%; also: % is scaled to controls: 0 for no effect and ±100 for the full control effect
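Single-point screen (50 µM final compound) in Neuro2A cells stimulated 20 min with 6 nM IGF at 37 deg C. After lysis, Ser473-phosphorylated Akt read by HTRF (ex 330 nm, em 615/665 nm) as the 665/615 ratio.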
HepG2 viability = counter-screen for TGF-b inhibitors: cytotoxicity in HepG2 cells. HepG2 CAGA-GFP viability, ATP luminescence, 18 h. Potency, µM (titrated, usually from 46.1 µM), for the others: top-dose activity change, negative = cytotoxicity, hits mostly cytotoxic. hit rate 0.76% among 410,000. AID 588856; also: potency is read from the fitted curve at half-maximal effect; some results filed as inactive show a strong effect at the top dose
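HepG2 CAGA-GFP cells (1000/well, DMEM with 1% FBS) received compound, then TGF-beta at 500 pg/mL final, and were incubated 18 hours at 37 degrees C. Viability was read by CellTiter-Glo luminescence. Media-only wells were set as complete cell-killing and DMSO as no toxicity.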
MmCpn inh = inhibitors of Methanococcus maripaludis chaperonin (MmCpn); purified Mm-Cpn ATPase, ADP Transcreener TR-FRET; Potency, µM (top dose mostly 76.9 µM), without a hit: top-dose activity, negative = inhibition, most hits filed as inhibitors; hit rate 0.031% among 330,000; also: potency is read from the fitted curve at half-maximal effect; % is scaled to controls: 0 for no effect and ±100 for the full control effect; nearly all actives have a fitted effect of over 80% in size
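25 nM Mm-CPN + cpd, 10 min 37°C; + 10 uM ATP, 30 min 37°C; buffer 30 mM Tris pH 7.4, 100 mM KCl, 5 mM MgCl2, 1 mM DTT; Transcreener ADP HTRF detection 30 min RT.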
TGFb inhibitor = TGF-b pathway inhibition; Potency, µM (doses to about 46.1 µM), without a hit: top-dose activity, negative = inhibition, most hits filed as inhibitors; HepG2 CAGA-GFP TGF-b/SMAD3 reporter, GFP fluorescence, 18 h; TGF-beta stimulated, 500 pg/mL final; AID 588855; hit rate 1.2% among 410,000; also: potency is read from the fitted curve at half-maximal effect; % is scaled to controls: 0 for no effect and ±100 for the full control effect; nearly all actives have a fitted effect of over 65% in size
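Cell-based qHTS in HEPG2 carrying a CAGA-GFP Smad reporter; compounds added before 500 pg/mL final TGF-beta, 18 h incubation at 37 degrees C, GFP fluorescence quantified per cell by imaging cytometry.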
Abeta rescue = compounds reversing amyloid beta toxicity in yeast; yeast expressing A-beta42, growth rescue, OD600, 48 h; response scale: 0% DMSO, 100% iron-clioquinol control; Potency, µM (titrated, usually from 46.1 µM), without a hit: at the highest dose growth rescue, most hits filed as activators; hit rate 0.063% among 410,000; also: potency is read from the fitted curve at half-maximal effect; nearly all actives have a fitted effect of over 55% in size
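Yeast growth medium received pinned compounds, then yeast cells expressing toxic A-beta were added; plates incubated at 30 C for 48 hr. Growth read as absorbance at 600 nm, normalized to DMSO and equimolar FeCl3 plus clioquinol controls.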
Nrf2 ARE act = activates Nrf2 signaling; AREc32 ARE-luciferase reporter (MCF7-derived line), luminescence, 24 h; Potency, µM (highest dose often 46.1 µM), for inactives: at the top dose activation, actives largely listed as activators; hit rate 0.31% among 410,000; AID 624171; also: potency is read from the fitted curve at half-maximal effect; % of control where 0% means no effect; nearly all actives have a fitted effect of over 65% in size
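Cells of the AREc32 ARE-luciferase line are plated in OPTI-MEM containing 5% FBS and left overnight at 37 deg C. Compounds are pinned in, incubation continues 24 hr, and firefly luciferase signal is then measured.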
CCT chaperon mod = modulators of cytosolic chaperonin (CCT/TRiC) activity; hit rate 0.3% among 360,000; activity change, % (concentration not given with the values), hits read low; AID 651819; purified chaperonin ATPase assay, HTRF ADP detection, 30 min; in the data active = activity change below about -30%; also: % is scaled to controls: 0 for no effect and ±100 for the full control effect
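Enzyme 40 or 20 nM (batch-dependent) in Tris pH 7.4/KCl/MgCl2/DTT; cpd 76 uM single point; ATP 10 uM; 30 min 37 °C; Transcreener ADP HTRF detection, 30 min RT; ratio 665/615.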
Nrf2 inh = Nrf2 pathway inhibition | hit rate 2.1% among 360,000 | Potency, µM (series often up to 46 µM), inactives show top-dose activity change, negative = inhibition, actives largely listed as inhibitors | AID 504444 | A549 ARE-Fluc reporter, luciferase luminescence, 18-24 h; also: potency is read from the fitted curve at half-maximal effect; % is scaled to controls: 0 for no effect and ±100 for the full control effect; nearly all actives have a fitted effect of over 60% in size
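A549 ARE_Fluc cells, 5000/well, 5% FBS OPTI-MEM; compounds in dose-response, 18-24 h at 37 °C/5% CO2; CellTiter-Fluor viability read (Ex 405/Em 525), then BugLite luciferase luminescence = Nrf2 activity.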
A549 viability = counter-screen for Nrf2 inhibitors: cytotoxicity in A549 cells. A549 ARE-Fluc cells, CellTiter-Fluor viability, 18-24 h. hit rate 0.16% among 390,000. Potency, µM (series often up to 46 µM), for inactives: at the top dose activity change, negative = cytotoxicity, hits mostly inhibitors; also: potency is read from the fitted curve at half-maximal effect; % is scaled to controls: 0 for no effect and ±100 for the full control effect
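Cytotoxicity counterscreen: CellTiter-Fluor fluorescence was measured in A549 ARE_Fluc cells after 18-24 h of compound exposure in a concentration series. The subsequent BugLite luminescent read reports ARE-luciferase activity.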
The depositor's hits bear a star; i = inactive; ? = inconclusive; . = not tested or not shown; [ ] = remark or other dose. Unless noted, calls follow the shape of the dose curve; as a rule, active = well fitted curve in the direction sought with a large enough effect; inconclusive = small, poorly fitted or top-dose-only effect, or another doubt; inactive = no such curve, though single readings can be large; an effect the other way counts as inactive or inconclusive. An excerpt (hit frequency here may not be typical).

SMILES	Akt phos inh	HepG2 viability	MmCpn inh	TGFb inhibitor	Abeta rescue	Nrf2 ARE act	CCT chaperon mod	Nrf2 inh	A549 viability
CC(C(=O)c1c[nH]c2ccccc12)N1CCc2ccccc2C1 (configuration not stated)	i	-38%	-3%	-3%	13%	0.7%	-0.4	-10%	-1%
Fc1cccc(CNCCc2c[nH]c3ccccc23)c1	i	-36%	1%	-4%	6%	0.6%	-0.7	1%	1%
Cc1ccc(S(=O)(=O)N2CCC(C(=O)N3CCC4(CC3)OCCO4)CC2)cc1	i	-8%	1%	1%	-1%	-0.4%	-0.6	-5%	2%
CCC(=NCc1ccco1)c1c(O)[nH]c(=O)[nH]c1=O	i	6%	0%	0%	20%	14%	-2.2	17%	-3%
Cc1[nH]c2c(C(F)(F)F)cccc2c1CCN	i	55%	1%	42%[activator]	4%	2.4%	-4.2	.	3%
COC(=O)C1=C(c2cccc(OCc3ccccc3)c2)C[C@@H]2CC[C@H]1N2C(=O)NCCN1CCOCC1	i	-4%	-1%	0%	6%	0.3%	0.2	-9%	-3%
COc1ccccc1CNC(=O)C(NS(=O)(=O)c1ccc2c(c1)oc(=O)n2C)C(C)C (configuration not stated)	i	39%	1%	36%[activator]	0%	0.2%	-1.9	8%	2%
CC(=NCCC1=CCCCC1)c1c(O)n(C)c(=O)n(C)c1=O	i	-30%	0%	0%	-8%	0.3%	-1.6	?	.
CCN(CC)c1ccc(C2C(C(N)=O)=C(C)Nc3nc(SCc4ccccc4)nn32)cc1 (configuration not stated)	.	-27%	.	-1%	-7%	-1.9%	.	?	-9%
Cc1cc(OC(C)C(=O)NCc2ccncc2)c2c3c(c(=O)oc2c1)CCCC3 (configuration not stated)	.	16%	-6%	4%	-20%	0.7%	-2.3	-27%	-16%
Cn1c(=O)oc2cc(S(=O)(=O)N3CCCC(C(=O)Nc4ccccn4)C3)ccc21 (configuration not stated)	i	-35%	-1%	?	-15%	0.3%	-1.7	-17%	6%
CCC1Nc2ncnc(N3CCN(c4ccccn4)CC3)c2N(Cc2ccc(Br)cc2)C1=O (configuration not stated)	i	-16%	-1%	-23%	-11%	5.3%	-1.1	?	-7%
CCC1C2Cn3c(nc4ccccc43)C1N(C)O2 (configuration not stated)	i	13%	3%	4%	8%	-1.2%	-1.2	8%	-4%
COC(=O)C1=C(C)NC(=S)NC1c1ccc(N(CCCl)CCCl)cc1Cl (configuration not stated)	i	-9%	.	0%	8%	0.2%	0.3	?	-18%
Cc1ccc(N)c(C(=O)c2ccc(Br)cc2)c1	i	-17%	0%	-27%	-21%	5.8%	-2.0	?	-5%
O=C(C[N+]12CCC(CC1)C(CO)C2)c1ccc(Br)cc1 (configuration not stated)	i	0%	0%	0%	-3%	0.0%	0.8	?	-7%
CC1(C)OC(c2ccccc2)=C/C(=C/C=C2C(=O)NC(=S)NC2=O)O1	i	-10%	-4%	?	-25%	9.2%	1.5	-1%	5%
COC(=O)c1cn(Cc2ccc(F)cc2)c2ccccc12	i	9%	.	8%	?	4.0%	1.2	.	.
O=C(Cn1c2c(c(-c3ccccc3Cl)cc1=O)CCC2)N1CCC2(CC1)OCCO2	i	1%	-3%	3%	-5%	-0.6%	0.5	-10%	-2%
O=C1CC=C2C3CC4N(CCC45c4ccccc4N1C25)CC3=CCO (configuration not stated)	i	11%	.	6%	8%	-0.1%	-2.4	10%	1%
Cc1ccc(OCCn2cccc2/C=C2/C(=O)NC(=O)N(Cc3ccco3)C2=O)cc1	i	-46%	0%	0%	22%	9.9%	1.5	?	0%
COC(=O)C1=C(c2ccc(OC(F)(F)F)cc2)C[C@@H]2CC[C@H]1N2C(=O)N1CCC(O)CC1	i	-12%	4%	?	3%	6.5%	-1.8	-10%	-2%
CCC1(O)C(=O)OCc2c1cc1n(c2=O)Cc2cc3c(N)cccc3nc2-1 (configuration not stated)	i	11%	.	?	2%	-2.0%	-1.5	0.82µM*	?
CCN1CCN(c2ccc(N)cc2C)CC1	i	-17%	-3%	-10%	-12%	-0.6%	-3.2	7%	-9%
CC(=O)Nc1cccc2c1Cc1ccccc1-2	i	5%	1%	21%	-1%	11%	0.1	?	-1%
CC1=C(C(=O)O)N2C(=O)C(NC(=O)c3nn(C)cc3[N+](=O)[O-])C2SC1 (configuration not stated)	i	-26%	-1%	7%	2%	1.6%	-2.9	?	9%
CCC(C(=O)Nc1ccccc1F)N1C(=O)CN=C(c2ccccc2)c2ccccc21 (configuration not stated)	.	-21%	.	-3%	-6%	-0.2%	.	-7%	-3%
Cc1ccccc1-c1ccc2c(c1)CNCc1cnnn1-2	i	-37%	.	-30%	-3%	-0.4%	-0.5	.	.
CCOC(=O)[C@]12Cc3cc(OC)ccc3[C@H]1N(CCC(=O)OC)C(=O)c1cc(OC)ccc12	i	.	.	.	-7%	-2.8%	-2.5	.	.
COc1ccc(Cn2c(=O)oc3ccc(C)cc32)cc1OC	i	-2%	0%	0%	-4%	2.1%	2.3	?	-14%
Cc1nc2cc(OC(=O)N(C)Cc3cccc(-c4ccncc4)c3)ccc2s1	i	.	.	.	-1%	-0.3%	2.0	.	.
CCOC(=O)c1cc(C)n(CCc2cnc[nH]2)c1C	i	-29%	1%	-13%	-3%	-0.7%	-5.3	.	1%
COc1ccc2c(c1O)[C@]13CCN(C)[C@H](C2)[C@@H]1CCC(=O)C3	i	-11%	2%	16%	2%	0.2%	-3.0	5%	6%
CCN(CC)c1nc(N)nc(NS(=O)(=O)c2ccc(Cl)cc2)n1	i	12%	-2%	-2%	23%	-0.7%	-0.7	?	.
Cc1n[nH]c(C)c1CCCCOc1ccc([N+](=O)[O-])cc1	i	-22%	-1%	?	6%	4.4%	-0.8	?	-9%
O=C1C(Cl)=C(N2CCCCCC2)C(=O)N1c1ccccc1	i	-10%	-2%	-8%	-27%	-0.6%	1.1	?	-4%
CC(C)c1ccc(NC(=O)Nc2nc(C(N)CCc3ccccc3)cs2)cc1 (configuration not stated)	i	7.9µM*	.	?	-3%	-3.2%	2.1	.	.
CCN1CCC(NCC2CCCCC2)CC1	i	4%	1%	-4%	-1%	-0.9%	-0.1	16%	?
COc1ccc(CCNC(=O)N2c3ccccc3Sc3ccccc32)cc1	i	-26%	.	?	10%	0.4%	1.2	16µM*	?
FC(F)(F)c1ccc2c(c1)NP(=S)(N1CCOCC1)c1nccn1-2 (configuration not stated)	i	-16%	1%	?	14%	-0.4%	-3.3	-2%	6%

Ordered by length of the SMILES (rising): part of the list above.
SMILES	Akt phos inh	HepG2 viability	MmCpn inh	TGFb inhibitor	Abeta rescue	Nrf2 ARE act	CCT chaperon mod	Nrf2 inh	A549 viability
CCOC(=O)c1cc(C)n(CCc2cnc[nH]2)c1C	i	-29%	1%	-13%	-3%	-0.7%	-5.3	.	1%
COc1ccc(CCNC(=O)N2c3ccccc3Sc3ccccc32)cc1	i	-26%	.	?	10%	0.4%	1.2	16µM*	?
Cc1n[nH]c(C)c1CCCCOc1ccc([N+](=O)[O-])cc1	i	-22%	-1%	?	6%	4.4%	-0.8	?	-9%

New compounds follow.
SMILES	Akt phos inh	HepG2 viability	MmCpn inh	TGFb inhibitor	Abeta rescue	Nrf2 ARE act	CCT chaperon mod	Nrf2 inh	A549 viability
CC1(C)CN=C(Nc2ccccc2C(F)(F)F)S1	i	-18%	1%	-19%	18%	0.1%	-1.7	-12%	-6%
COc1ccc(CN2Cc3cc(-c4ccccc4)ccc3-n3nncc3C2)cc1	i	-30%	.	?	-16%	-1.4%	-3.2	.	.
Cc1nc2ccccc2c(=O)n1-c1c(Cl)cccc1Cl	i	-6%	.	-10%	7%	-1.0%	-1.8	.	.
COc1ccc(-c2nn(CCC#N)cc2C(=O)Nc2ccc(C(C)=O)cc2)cc1	i	16%	-4%	28%	-8%	5.1%	1.4	-9%	6%
CN(C)c1ccc(C(O)P(=O)(OCc2ccccc2)c2ccc(N(C)C)cc2)cc1 (configuration not stated)	i	-29%	0%	-5%	6%	2.9%	-4.3	?	5%
COc1cc(OC)c(OC)cc1CN1CCN(C(=O)Cc2ccccc2)CC1	i	-34%	2%	-23%	17%	-0.5%	-5.9	1%	-3%
COC(=O)C1=C(c2ccc(-c3ccccc3)c(F)c2)C[C@@H]2CC[C@H]1N2C(=O)N1CCCCC1	i	-5%	-16%	?	-10%	3.8%	1.4	?	-21%
Cc1c(-c2cccc(Cl)c2)nc2ccccc2c1C(=O)N1CCC2(CC1)OCCO2	i	-23%	1%	-17%	2%	3.3%	1.3	-17%	-14%
c1cc(CCN2CCCC2)ccn1	i	-2%	-1%	-11%	-1%	0.2%	-2.4	-25%	-2%
O=CC(Cl)P(=O)(N1CCOCC1)N1CCOCC1 (configuration not stated)	i	114%	0%	57%[activator]	10%	-0.1%	0.1	9%	-13%
CC1(C)CC(=O)C(C=NCCN2CCN(C(=O)Cc3ccccc3)CC2)=C(O)C1	i	-3%	-2%	-2%	-2%	0.3%	-0.9	19%	-1%
CCCCCn1c(N)c(C(=O)NCCN2CCOCC2)c2nc3ccccc3nc21	i	-72%	0%	?	2%	5.2%	-2.3	.	4%
CN(C)c1nc(OCc2ccccc2)c2ncc(=O)[nH]c2n1	i	-30%	.	-8%	-9%	0.4%	-0.1	?	-21%

Source: PubChem BioAssay (National Center for Advancing Translational Sciences (NCATS))
